ERG-DNA inh – blocks human ERG Ets domain binding to DNA; fluorescence polarization, His-ERG Ets domain / labelled DNA; 0.028% of 370,000 active; P11308; Potency, µM (top dose mostly 76.9 µM), without a hit: at the highest dose FP activity, negative = inhibition, hits mostly inhibitors; AID 624246; active = well fitted inhibition curve with a large enough effect in the polarisation, with a control signal flat; inconclusive = small, poorly fitted or top-dose-only effect, or effect the other way, or a change in a side signal; inactive = no such curve, though single readings can be large or run the other way; the % refers to the polarisation;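 note: polarization taken with two DNA probes labelled with fluorescein and Texas red; potency is the fitted concentration of half-maximal effect; % of control where 0% means no effect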
Target sequence (P11308 whole entry, looked up, the tested form may be a part): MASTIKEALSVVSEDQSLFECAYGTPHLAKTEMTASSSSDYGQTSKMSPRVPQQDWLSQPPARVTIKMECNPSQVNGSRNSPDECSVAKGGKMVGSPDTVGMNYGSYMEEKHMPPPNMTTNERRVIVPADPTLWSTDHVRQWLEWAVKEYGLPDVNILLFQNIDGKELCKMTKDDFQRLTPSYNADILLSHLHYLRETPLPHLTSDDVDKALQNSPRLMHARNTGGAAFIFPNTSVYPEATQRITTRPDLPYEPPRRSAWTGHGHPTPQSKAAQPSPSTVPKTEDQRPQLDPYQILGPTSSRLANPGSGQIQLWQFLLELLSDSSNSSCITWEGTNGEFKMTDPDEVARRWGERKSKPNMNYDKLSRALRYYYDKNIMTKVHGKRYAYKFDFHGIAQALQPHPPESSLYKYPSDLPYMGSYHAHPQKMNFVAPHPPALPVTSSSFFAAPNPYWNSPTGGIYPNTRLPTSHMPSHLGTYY
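His-tagged ERG Ets domain (1 uM in the protein solution; 300mM KCl, 50mM Tris-HCl, 1mM EDTA, 1mM DTT, pH 7.5) received compound, then a probe mix of 5 nM fluorescein-DNA and 100nM Texas-615-DNA. Fluorescence polarization was read for both dyes.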
LDHA inh – LDHA (human) enzyme inhibition; P00338; purified LDHA, NADH/diaphorase-resazurin fluorescence; active compounds read low; activity change, % (values are at about 110 or 230 µM); 0.15% of 480,000 active; AID 1347041; in the data active = activity change below about -30%; inconclusive = mostly about -25% to -30%;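 note: plate controls were DMSO wells for no effect and wells without enzyme for full effect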
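Resorufin fluorescence (ex540/em590), read at 0 and 20 min after diaphorase/resazurin addition, reports the NADH left after a 5 min room-temperature reaction of 2 nM human LDH5 with 0.06 mM NADH and 0.2 mM pyruvate.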
Vif-APOBEC3G blk – Vif-A3G binding inhibition; Potency, µM (doses to about 46.1 µM), for inactives: at the highest dose activity, negative = active, actives largely listed as inhibitors; HeLa A3G-eYFP + Vif (tagged APOBEC3G with the HIV-1 protein that degrades it), YFP fluorescence, overnight; 0.076% of 410,000 active; Q9HC16; AID 602310;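 note: potency is the fitted concentration of half-maximal effect; % is set by controls: 0 for no effect and ±100 for the full control effect; nearly all actives have a fitted effect of over 60% in size; hits raise eYFP signal because A3G escapes Vif-driven loss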
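HeLa cells stably expressing Vif and C-terminally eYFP-tagged A3G, seeded overnight at 37 deg C, then exposed to compound by pintool overnight at 37 deg C. Rise in yellow fluorescence (Ex 488/Em 500-530, Acumen) marks blocked Vif-driven A3G degradation.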
Glioma ERSR ind – induces the endoplasmic reticulum stress response in human glioma cells. U87-MG GRP78 promoter luciferase reporter, 16 h. Potency, µM, without a hit: at the highest dose activation, usual class: activators. 0.02% of 420,000 active. AID 602332; note: potency is the fitted concentration of half-maximal effect; series mostly up to about 76 µM; % of control where 0% means no effect; nearly all actives have a fitted effect of over 35% in size
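Stably transfected U87-MG glioma cells carrying a GRP78-based luciferase sensor; 16 h compound incubation. Luminescence end-point read 10 min after Bright-Glo addition at room temperature.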
D2 antagonist – antagonists of human D2 dopamine receptor. P14416. HEK293 TREx D2 cells, calcium flux, dopamine EC80. inhibition, % at 10 µM. 2% of 340,000 active. AID 485344; in the data active = inhibition above about 30%; note: 0% is about no effect
Target sequence (P14416 whole entry, looked up): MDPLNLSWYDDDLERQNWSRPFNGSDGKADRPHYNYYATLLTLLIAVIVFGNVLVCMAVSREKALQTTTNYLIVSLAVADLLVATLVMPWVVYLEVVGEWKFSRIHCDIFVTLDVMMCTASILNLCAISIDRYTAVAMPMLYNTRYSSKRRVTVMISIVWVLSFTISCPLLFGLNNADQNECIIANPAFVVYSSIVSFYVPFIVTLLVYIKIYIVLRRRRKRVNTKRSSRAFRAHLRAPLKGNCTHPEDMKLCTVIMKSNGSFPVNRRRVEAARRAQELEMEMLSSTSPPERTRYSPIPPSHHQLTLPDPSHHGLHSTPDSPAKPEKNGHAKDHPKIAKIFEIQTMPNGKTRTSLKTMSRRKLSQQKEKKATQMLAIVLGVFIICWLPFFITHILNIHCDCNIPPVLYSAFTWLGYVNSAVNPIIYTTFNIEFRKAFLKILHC
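Inhibition of EC80 dopamine-driven calcium flux, recorded kinetically, defines activity here; cells are a tetracycline-induced HEK293 T-REx line expressing force-coupled D2.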
Vif-A3F inh – Vif-A3F binding inhibition; 0.2% of 390,000 active; Potency, µM (doses to about 46.1 µM), inactives show at the highest dose activity, negative = active; HeLa A3F-eYFP + Vif (tagged APOBEC3F with the HIV-1 protein that degrades it), YFP fluorescence increase; AID 602313; note: potency is the fitted concentration of half-maximal effect; % of control where 0% means no effect; nearly all actives have a fitted effect of over 65% in size
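Fluorescence increase (Ex 488/Em 500-530) after overnight compound treatment at 37 deg C flags inhibition of Vif-driven A3F-eYFP loss in stable HeLa A3F-eYFP/Vif cells seeded overnight beforehand.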
RGS4 inh – human RGS4 inhibition | 0.039% of 390,000 active | Potency, µM (series often up to 114 µM), for the others: at the highest dose activity change, negative = inhibition, usual class: inhibitors | Transcreener GDP fluorescence polarization, RGS4-accelerated GTP hydrolysis | P49798; note: potency is the fitted concentration of half-maximal effect; % is set by controls: 0 for no effect and ±100 for the full control effect; nearly all actives have a fitted effect of over 75% in size; some results filed as inactive show a strong effect at the top dose
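MLSMR compounds (23 nl, pin-transferred) preincubated 10 min at room temperature with a 500nM (2x) first reagent, then RGS4 at 900nM (2x) plus Transcreener GDP mix added; fluorescence polarization (620/688 nm) read before and after 90 min at 30 °C.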
12-LOX inh – blocks human arachidonate 12S-lipoxygenase; AID 1671190; 1.1% of 580,000 active; purified 12hLO, xylenol orange hydroperoxide absorbance; Potency, µM (titrated, usually from 108 µM), without a hit: at the highest dose activity change, negative = inhibition, hits mostly inhibitors; note: potency is the fitted concentration of half-maximal effect; % is set by controls: 0 for no effect and ±100 for the full control effect
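Purified human 12hLO (150 nM final) in 25 mM Hepes, 0.01% Triton X-100, pH 7.0 was preincubated 15 min at room temperature with compound. Then 40 uM arachidonic acid was added, 30 min. Hydroperoxide was read by Fe-XO absorbance ratio 573/405 nm.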
D2 ag – activates the human D2 dopamine receptor; HEK293 T-REx D2 cells, calcium flux agonist mode; activation, % at 2 µM; 0.53% of 340,000 active; AID 485358;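 active = activation over 3 SD above normal in the single-dose calcium agonist read, cut at about 30% in these data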; note: 0% is about no effect
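Tetracycline-induced HEK293 T-REx cells with force-coupled D2 receptor, plated overnight at 30 C, loaded with no-wash calcium dye. After a 10 s baseline, compound was pin-added and calcium flux read kinetically for 180 s; calcium rises flagged agonists.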
* hit, by the source's call; ? = inconclusive; . = not tested or not shown; & = joins results of further samples; [ ] = another dose, or the depositor's remark. Unless noted, calls come from the whole dose curve; as a rule, active = well fitted curve in the direction sought with a large enough effect; inconclusive = small, poorly fitted or top-dose-only effect, or another doubt; inactive = no such curve, though single readings can be large; an effect the other way counts as inactive or inconclusive.

SMILES | ERG-DNA inh | LDHA inh | Vif-APOBEC3G blk | Glioma ERSR ind | D2 antagonist | Vif-A3F inh | RGS4 inh | 12-LOX inh | D2 ag
O[C@H]1C[C@H](c2ccccc2)N(CC2CCCCC2)C[C@@H]1n1cc(-c2ccc(F)cc2)nn1 | . | 4 | -5% | -1% | . | -7% | . | ? | .
Cc1cccc(CS(=O)(=O)c2ncc(Cl)c(C(=O)Nc3nc4ccc(F)cc4s3)n2)c1 | 1% | -1 | 1% | -1% | . | 3% | -46% | -14% | 2.8
COc1ccc(OC)c(CNc2c(C=O)c(=O)[nH]c3ccccc23)c1 | -21% | -6 | 0% | -2% | 5 | 5% | -25% | -7% | 1.1
CCCN(C(=O)c1cc2c(s1)-c1ccccc1OC2)c1ccc(C(C)C)cc1 | -4% | 3 | -2% | -4% | . | -2% | 3% | -24% | 0.5
Cc1cccc(C)c1N(CC(=O)N(C)Cc1ccccc1)S(C)(=O)=O | -2% | -1 | -2% | -2% | 8 | -2% | 5% | 17% | -1.4
O=C(O)C(Cc1c[nH]c2ccccc12)NS(=O)(=O)c1ccc(Cl)cc1 (centres undefined) | 5% | -9 | 3% | 4% | -8 | -3% | 3% | -14% | -0.9
C=C1CCN(c2ccc(C(=O)NCc3ccc(OC)cc3)cc2[N+](=O)[O-])CC1 | -8% | 5 | 2% | 1% | . | 0% | -15% | -4% | .
CN(C)CCCN(C(=O)c1ccc(S(=O)(=O)N2CCCCCC2)cc1)c1nc2ccc(Br)cc2s1 | -2% | -4 | -22% | -14% | -17 | 4% | 23% | 0% | 2.6
COc1ccc(CN2CCCC(CO)(Cc3ccc(F)cc3F)C2)cc1 (centres undefined) | 12% | 0 | -3% | -2% | 43* | -9% | 16% | 8% | 0.6
C=CCn1c(N)c(C(=O)NCCC2=CCCCC2)sc1=S | -2% | -6 | -7% | 12% | -9 | -6% | -34% | 18µM* | -0.3
Cc1cc2nc(C)c(Cc3ccccc3)c(=O)n2[nH]1 | -3% | 1 | -2% | 1% | -5 | -1% | 19% | ? | 0.5
N#Cc1nc(Cc2ccccc2)oc1N1CCN(c2ccccc2)CC1 | . | -3 | -1% | 5% | . | -3% | -26% | 3%[57.4 µM] | .
Cc1nnc(Sc2cc(C(=O)NC3CC3)c3ccccc3n2)s1 | -7% | -7 | -1% | -4% | . | 11% | -3% | 7% | .
Cc1ccccc1C(=O)N1CCC(C(=O)Nc2sccc2C(N)=O)CC1 | 2% | -2 | -1% | 0% | 7 | 2% | -9% | 306%[activator] | 0.5
CN(C(=O)c1cccc(NC(=O)Cc2cccc(NC(=O)C3CCCN(C(=O)c4ccccc4)C3)c2)c1)C1CC1 (centres undefined) | -1% | -4 | -3% | -1% | . | -1% | -1% | ? | .
Cc1ccccc1NC(=O)c1cccc(N2C(=O)C3CCC(C)CC3C2=O)c1 (centres undefined) | -8% | -6 | 1% | -4% | 10 | 1% | -6% | 8% | -2.3
CCN1CCN(C(c2ccccn2)c2c(NC(=O)c3ccccc3)sc(C)c2C)CC1 (centres undefined) | 1% | -5 | -3% | -4% | 7 | 4% | 16%[11.4 µM] | -3% | 1.2
CCOC(=O)c1cnc(SCC(=O)Nc2ccc(N3CCOCC3)c(Cl)c2)nc1N | 2% | -1 | 0% | -2% | 10 | 0% | 17% | -8% | -0.7
COc1ccc(OC)c(NC(=O)Cn2c(=O)n(Cc3ccccc3)c(=O)c3ccccc32)c1 | 0% | 3 | -1% | -3% | . | -10% | -20% | -7% | .
CCC(=O)Nc1ccc(Nc2nc(C)c([N+](=O)[O-])c(Nc3ccc(NC(=O)CC)cc3)n2)cc1 | -8% | -6 | -4% | -4% | -20 | -3% | -16% | ? | -1.1
Cn1c(CSc2ncccn2)nnc1SCC(=O)N1CCCCC1 | 3% | -9 | 1% | -3% | 27 | -4% | 21% | 2% | 0.9
CCN1C(=O)[C@H]2[C@@H](c3ccc(-c4ccc(F)cc4)cc3)N3CCCC[C@@]3(C(=O)OC)[C@H]2C1=O | 10% | 0 | -6% | -5% | . | -25% | -9% | -10% | .
O=C1Nc2ccc([N+](=O)[O-])cc2OC1CCN1CCN(Cc2ccc3c(c2)OCO3)CC1 (centres undefined) | -8% | -5 | 1% | -9% | 8 | 0% | -11% | -2% | 8.5
Cc1ccc2sc(N3CCN(C(=O)CCS(=O)(=O)c4ccc(F)cc4)CC3)nc2c1C | -6% | -10 | 2% | -4% | . | -1% | 26% | ? | 0.4
COc1ccccc1NC(=S)N(CCCN1CCOCC1)Cc1cn(C)c2ccccc12 | 19% | -7 | -1% | -5% | 12 | 0% | 16% | 19% | 0.4
CCc1cccc(C)c1NC(=O)C1CCN(S(=O)(=O)c2cccc3nonc23)CC1 | 1% | -8 | 1% | -3% | . | -3% | 6% | -14% | 0.6
CCOC(=O)[C@@H]1[C@H]2COc3ccccc3[C@@H]2N2C(=O)N(c3ccc(OC)cc3)C(=O)[C@@]12C | -6% | -3 | 0% | -4% | -8 | 0% | 7% | -3% | 0.6
Cc1ccc(N2C(=O)C(Cc3ccccc3)NC2=S)cc1 (centres undefined) | . | -3 | 1% | 2% | 3 | -7% | 7% | -9% | 0.1
O=C(/C=C/c1cc([N+](=O)[O-])ccc1OC(F)F)Nc1ccc(OC(F)F)cc1 | -5% | -9 | -1% | -2% | -3 | 0% | -2% | -1% | 0.2
O=C(NCCCn1ccnc1)/C(=C\c1cccs1)NC(=O)c1ccco1 | -1% | -5 | 2% | -2% | -14 | -22% | -6% | 0% | -0.1
Cc1ccc(S(=O)(=O)N2CCOC23CCN(S(=O)(=O)c2cccs2)CC3)cc1 | -6% | -12 | 0% | -3% | 12 | -28% | 0% | -24% | 0.1
C=CCn1c(COc2cccc3ccc(C)nc23)nnc1SCC(=O)O | -7% | 1 | 1% | -2% | 0 | -10% | 21% | 0% | 0.3
CNC(=O)c1c(Br)cnn1-c1ccc(C)cc1 | -4% | -3 | 0% | 5% | -4 | -15% | -23% | 6% | 1.5
CCOCc1nnc(NC(=O)c2c(-c3ccccc3)noc2C)s1 | -2% | -15&-9 | 0% | -7% | -1 | -7% | ? | ? | 0.7
O=C(CCCNS(=O)(=O)c1cccc2nsnc12)NCc1ccc(F)cc1 | -2% | 0 | 0% | 0% | -5 | 6% | 11% | 116%[activator] | 0.6
CC1(c2ccccc2)NC(=O)N(Cc2ccc([N+](=O)[O-])cc2)C1=O (centres undefined) | -9% | -4 | 4% | -3% | 10 | 1% | 1% | -26% | -0.4
Cc1ccc(SCC(=O)OCC(=O)NCCc2ccc(S(N)(=O)=O)cc2)c(C)c1 | 4% | -19 | 1% | -5% | . | -14% | 26% | -23% | .
COc1cccc(N(CC(=O)NC(C)(C)C)C(=O)C2CSC(=O)C2)c1 (centres undefined) | -9% | 2 | 0% | -5% | 17 | 4% | -9% | 26% | -0.2
O=C(COc1ccc(F)cc1F)N1CCCCCCC1 | 5% | 0 | 0% | 0% | 13 | 8% | -32% | -4% | 0.8
CC1(C(=O)NS(=O)(=O)c2cccc(OC(F)F)c2)CCN1C(=O)CC1CCCC1 (centres undefined) | . | -4 | -2% | -1% | . | . | . | -17% | .
CC(NC(=O)CN1c2cccc3cccc(c23)S1(=O)=O)c1ccc(S(N)(=O)=O)cc1 (centres undefined) | 1% | 1 | 0% | -2% | -1 | 7% | -32% | . | 0.3
CN1C(=O)C(N=Nc2ccc([N+](=O)[O-])cc2)SC1=S (centres undefined) | 61%[activator] | 3 | -2% | 8% | . | 1% | ? | ? | .
Cc1ccc(N)cc1-n1c(C)ccc1C | 2% | 22 | 0% | 4% | 13 | 4% | ? | 15% | 2.2
CCOc1ccc(NC(=S)NC(=O)c2c(Br)cnn2C)c([N+](=O)[O-])c1 | -23% | -2 | 3% | 2% | 5 | 16% | -11% | ? | 48*
CN(C)CCCN(Cc1ccccc1)C(=S)Nc1cccc(C(F)(F)F)c1 | 0% | -8 | 5% | -4% | 8 | 8% | -27% | ? | 1.4
Cc1cc(C)n(C(=O)c2nn(C)c(C)c2[N+](=O)[O-])n1 | 2% | -15 | -1% | -1% | 3 | -13% | 1% | 0% | -0.3
COc1ccc(-c2nc(-c3ccc(NC(=O)c4ccc(Br)o4)cc3)no2)cc1OC | -13% | -5 | -13% | -6% | -11 | 11% | -6% | 0% | 0.0
Cc1cc(SCC#N)n2nc(C)c(-c3ccc(Cl)cc3)c2n1 | 2% | -7 | 0% | -4% | 13 | 0% | 14% | 7% | 0.6

Pulled by structure from the list above, 3 records:
SMILES | ERG-DNA inh | LDHA inh | Vif-APOBEC3G blk | Glioma ERSR ind | D2 antagonist | Vif-A3F inh | RGS4 inh | 12-LOX inh | D2 ag
Cc1cccc(C)c1N(CC(=O)N(C)Cc1ccccc1)S(C)(=O)=O | -2% | -1 | -2% | -2% | 8 | -2% | 5% | 17% | -1.4
Cc1ccc(S(=O)(=O)N2CCOC23CCN(S(=O)(=O)c2cccs2)CC3)cc1 | -6% | -12 | 0% | -3% | 12 | -28% | 0% | -24% | 0.1
Cc1cccc(CS(=O)(=O)c2ncc(Cl)c(C(=O)Nc3nc4ccc(F)cc4s3)n2)c1 | 1% | -1 | 1% | -1% | . | 3% | -46% | -14% | 2.8

High-throughput results from PubChem BioAssay.

An excerpt; the hit share may differ from the screen's.
